Bioassay records as filed in PubChem BioAssay.
Pol eta inh = blocks human DNA polymerase eta activity; Potency, µM (titrated, usually from 114 µM), for inactives: at the top dose activity change, negative = inhibition, usual class: inhibitors; recombinant Pol eta, fluorescent DNA replication assay; Q9Y253; hit rate 1.2% among 390,000; further: on the % scale 0 is the no-effect control and ±100 the full control effect
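Fluorescent replication assay: 50 nM final substrate added after a 15 min room-temperature compound preincubation with 10 nM enzyme. Signal taken at 0 min and again at 10 min.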
Pol beta inh = DNA polymerase beta (human) inhibition | hit rate 1.3% among 340,000 | P06746 | Potency, µM (top dose mostly 114 µM), for the others: top-dose activity change, negative = inhibition, hits mostly inhibitors | Pol beta primer extension/strand displacement, fluorescence kinetic; further: on the % scale 0 is the no-effect control and ±100 the full control effect
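10 nM enzyme + cpd, 15 min RT; start with substrate 50 nM final; read 0 min and after 10 min RT. Corrected, normalized data; 4-parameter Hill curve fit.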
APEX1 inh = APE1 (human) endonuclease inhibition; P27695; recombinant APE1, TAMRA/BHQ-2 abasic DNA cleavage fluorescence; Potency, µM (series often up to 65.8 µM), for inactives: top-dose activity change, negative = inhibition, hits mostly inhibitors; hit rate 0.35% among 350,000; AID 2517;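 further: plate controls were vehicle for no effect and reference inhibitor for full effect; nearly all actives have a fitted effect of over 55% in size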
Target sequence (P27695 whole entry, looked up): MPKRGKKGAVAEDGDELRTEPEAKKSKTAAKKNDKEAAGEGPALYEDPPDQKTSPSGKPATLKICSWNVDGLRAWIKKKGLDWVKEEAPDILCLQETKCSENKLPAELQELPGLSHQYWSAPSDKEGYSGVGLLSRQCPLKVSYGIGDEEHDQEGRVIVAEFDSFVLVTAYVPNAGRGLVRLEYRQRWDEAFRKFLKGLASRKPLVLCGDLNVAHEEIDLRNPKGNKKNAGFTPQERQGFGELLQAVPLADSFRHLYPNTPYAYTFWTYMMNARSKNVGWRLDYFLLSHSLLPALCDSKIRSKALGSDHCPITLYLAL
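Quantitative HTS: incision of a TAMRA/BHQ-2 double-stranded substrate bearing a tetrahydrofuran abasic site by 0.75 nM APE1 raises fluorescence. Substrate 50 nM final, added after 15 min compound preincubation at room temperature; progress as third-minus-first kinetic read difference.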
Anesthetic bind = binds horse apoferritin like a general anesthetic; P02791; apoferritin/1-aminoanthracene competitive binding, fluorescence; Potency, µM (series often up to 77.5 µM), inactives show top-dose activity change, negative = displacement, hits mostly inhibitors; hit rate 0.074% among 350,000; AID 485281; further: on the % scale 0 is the no-effect control and ±100 the full control effect; nearly all actives have a fitted effect of over 20% in size
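Horse-spleen apoferritin (10 uM) was mixed with 50% saturated 1-aminoanthracene in PBS, exposed to compounds for 10 min at room temperature, and read for fluorescence (ex 380 nm, em 535 nm). Competitive displacement was fitted with a four-parameter Hill equation.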
BAZ2B inh = inhibitors of human BAZ2B bromodomain; AlphaScreen BAZ2B-H3K14Ac peptide displacement; Q9UIF8; Potency, µM (doses to about 114 µM), without a hit: top-dose activity change, negative = inhibition, most hits filed as inhibitors; AID 504333; hit rate 4.4% among 360,000; further: on the % scale 0 is the no-effect control and ±100 the full control effect; nearly all actives have a fitted effect of over 60% in size
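In this displacement format the biotinylated H3(5-23) peptide acetylated at Lys14 serves as ligand at 50 nM, with BAZ2B at 50 nM in PBS pH 7.4 containing 0.01% Tween-20. Donor and acceptor beads are 10 ug/mL final.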
BLM inh = Bloom syndrome helicase (human) inhibition. recombinant BLM DNA unwinding, fluorescence dequenching. hit rate 0.2% among 350,000. Potency, µM (doses to about 56.1 µM), inactives show at the highest dose activity change, negative = inhibition, hits mostly inhibitors. P54132;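 further: plate controls were vehicle for no effect and no enzyme for full effect; nearly all actives have a fitted effect of over 35% in size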
Pol iota inh = blocks human DNA polymerase iota activity; Potency, µM (highest dose often 115 µM), inactives show at the highest dose activity, negative = inhibition, actives largely listed as inhibitors; hit rate 1% among 390,000; Pol iota fluorescent replication assay, 10 min; AID 588590; Q9UNA4
Target sequence (Q9UNA4 whole entry, looked up): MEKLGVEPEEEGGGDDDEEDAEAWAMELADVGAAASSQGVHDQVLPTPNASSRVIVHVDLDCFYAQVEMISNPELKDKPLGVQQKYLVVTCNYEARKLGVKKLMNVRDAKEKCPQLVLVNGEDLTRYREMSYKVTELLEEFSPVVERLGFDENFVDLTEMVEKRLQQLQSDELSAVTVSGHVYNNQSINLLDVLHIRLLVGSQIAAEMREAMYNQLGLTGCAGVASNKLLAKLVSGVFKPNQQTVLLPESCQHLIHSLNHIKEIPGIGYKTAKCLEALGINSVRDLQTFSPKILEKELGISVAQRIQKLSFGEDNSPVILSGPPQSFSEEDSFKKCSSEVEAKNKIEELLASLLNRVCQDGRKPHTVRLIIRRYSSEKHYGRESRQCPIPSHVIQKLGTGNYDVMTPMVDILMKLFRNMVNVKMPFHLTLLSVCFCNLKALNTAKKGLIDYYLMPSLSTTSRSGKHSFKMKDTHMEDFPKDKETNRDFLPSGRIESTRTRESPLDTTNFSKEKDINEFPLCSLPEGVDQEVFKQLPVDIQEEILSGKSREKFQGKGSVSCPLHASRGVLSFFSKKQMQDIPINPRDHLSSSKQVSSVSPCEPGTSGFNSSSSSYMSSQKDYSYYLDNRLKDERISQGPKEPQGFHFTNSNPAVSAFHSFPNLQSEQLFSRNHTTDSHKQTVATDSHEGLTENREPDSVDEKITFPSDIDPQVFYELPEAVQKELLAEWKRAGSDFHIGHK
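Fluorescent replication assay read twice, at 0 min and 10 min after adding 50 nM (final) substrate. Enzyme (10 nM) and compounds were first incubated 15 min at room temperature; enzyme-free buffer wells were negative controls.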
POLK inh = DNA polymerase kappa (human) inhibition | Q9UBT6 | Potency, µM (doses to about 107 µM), without a hit: at the highest dose activity, negative = inhibition, actives largely listed as inhibitors | hit rate 0.53% among 400,000 | AID 588579 | purified Pol kappa, fluorescent DNA synthesis assay, 10 min; further: on the % scale 0 is the no-effect control and ±100 the full control effect
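Readout: fluorescence, taken kinetically at 0 and 10 min. Conditions: 10 nM Pol kappa, 15 min RT compound preincubation, 50 nM substrate final. Controls: enzyme-free buffer wells.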
G9a inh = G9a (human) methyltransferase inhibition | Potency, µM (series often up to 102 µM), for inactives: top-dose activity, negative = inhibition, most hits filed as inhibitors | Q96KQ7 | G9a H3K9 monomethylation, AlphaScreen, 2 h | hit rate 8.8% among 350,000; further: on the % scale 0 is the no-effect control and ±100 the full control effect; nearly all actives have a fitted effect of over 75% in size
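Using a bead-based AlphaScreen, monomethylated H3K9 product from 2 h room-temperature reactions (G9a 20 nM, peptide 500 nM, SAM 20 uM) was detected with 0.5 ug/mL rabbit anti-H3K9me1 antibody.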
* hit, by the source's call; ? = inconclusive; nt = no result given; & = joins results of further samples; [ ] = another dose, or the depositor's remark. The call rests on the fitted dose curve; in most records, active means well fitted curve in the direction sought with a large enough effect; inconclusive means small, poorly fitted or top-dose-only effect, or another doubt; inactive means no such curve, though single readings can be large; an effect the other way counts as inactive or inconclusive. Potency means the concentration at half of the fitted maximal effect. Not all compounds are listed; count on the stated rates, not on these rows.

Keys: A = Pol eta inh; B = Pol beta inh; C = APEX1 inh; D = Anesthetic bind; E = BAZ2B inh; F = BLM inh; G = Pol iota inh; H = POLK inh; I = G9a inh
CCOC(=O)C1CCCN(C(=O)c2ccc(NC(=O)CC3SC(N4CCCC4)=NC3=O)cc2)C1 (stereo unspecified)
  A: -12%; B: nt; C: 13%; D: nt; E: -1%; F: nt; G: 42%[activator]; H: 2%; I: 3%

CN(C)S(=O)(=O)c1ccc(N2CCCC2)c(C(=O)N2CCN(S(=O)(=O)c3cccc(F)c3)CC2)c1
  A: -13%; B: nt; C: -5%; D: nt; E: 8%; F: nt; G: 29%; H: -17%; I: -3%

COCCNS(=O)(=O)c1ccc(OCC(=O)OC)c(Cl)c1
  A: -15%; B: 0%; C: 4%; D: -8%; E: 7%; F: -2%; G: 16%; H: -13%; I: 3%[12.7 µM]

C[n+]1c2n(c3ccccc31)N=C(c1ccc(-c3ccccc3)cc1)CS2
  A: -2%; B: -11%; C: -5%; D: ?; E: -13%; F: 117%[activator]; G: 3%; H: -3%; I: ?

C/C(=N\NC(=O)C1CC1)c1ccc(N2CCOCC2)cc1
  A: -11%; B: -10%; C: -3%; D: -2%; E: -7%; F: -4%; G: 4%; H: 4%; I: -4%

CCc1ccc(CNC(=O)C2CCN(c3nc4ccccc4nc3C(F)(F)F)CC2)cc1
  A: -18%; B: 11%; C: nt; D: -6%; E: 0%; F: -5%; G: 2%; H: 26%; I: 1%[59 µM]

COc1cc(OC)c(NC(=O)c2ccc(F)cc2)cc1Cl
  A: 3%; B: 7%; C: 3%; D: 2%; E: -30%; F: -5%; G: ?; H: -5%; I: 8%

CCOc1ccc(CC(=O)NCC(c2cccs2)S(=O)(=O)c2ccc(F)c(C)c2)cc1 (stereo unspecified)
  A: 6%; B: -25%; C: nt; D: 1%; E: -1%; F: -5%; G: 11%; H: -14%[60.1 µM]; I: 3%[12.7 µM]

Cc1cc(NC(=O)C2CCCCC2C(=O)O)no1 (stereo unspecified)
  A: 2%; B: -20%; C: 0%; D: -2%; E: 6%; F: -2%; G: 1%; H: 3%; I: 10%[59 µM]

O=C(NCCN=C1NS(=O)(=O)c2ccccc21)c1ccncc1
  A: 1%; B: 30%; C: 7%; D: -6%; E: 8%; F: -1%; G: 27%; H: -1%; I: -2%[12.7 µM]

CCCC(=O)Nc1ccc2c(c1)nc(CCNC(=O)c1ccccc1)n2C
  A: -13%; B: 22%; C: 1%; D: -4%; E: 5%; F: 2%; G: 12%; H: 14%; I: 17%

O=c1c2sc3ccccc3c2[nH]c(=S)n1CCN1CCOCC1
  A: -22%; B: 20%; C: 0%; D: -13%; E: -21%; F: -8%; G: 78%[activator]; H: -11%; I: 3.5µM*

CCN(c1ccccc1)S(=O)(=O)c1ccc(Cl)c(NC(=O)CN(C)C2CCN(C)CC2)c1
  A: -16%; B: -8%; C: -2%; D: -4%; E: 22µM*; F: 4%; G: -17%; H: 8%; I: 11µM*

O=C(Cc1ccccc1)NNC(=S)NC(=O)c1cccnc1
  A: -17%; B: -1%; C: -1%; D: 3%; E: 5%; F: 0%; G: 0%; H: -1%; I: 10µM*

O=C(CSc1nnc(Cn2c(=O)sc3ccccc32)n1-c1ccccc1)NCC1CCCO1 (stereo unspecified)
  A: -6%; B: 3%; C: -9%; D: 34%[activator]; E: -7%; F: 3%; G: -20%; H: 8%; I: ?

CCCn1ncc(CN2CCC(Cc3cccc(F)c3)(C(=O)OCC)CC2)c1C
  A: 9%; B: -11%; C: 0%; D: -9%; E: -2%; F: -2%; G: 71%[activator]; H: -13%; I: 1%

O=C1OCCC1Sc1nc2cc(Cl)ccc2s1 (stereo unspecified)
  A: -4%; B: 14%; C: 0%; D: ?; E: 6%; F: -6%; G: -1%; H: -26%; I: ?

O=[N+]([O-])c1ccc(NCCOc2ccccc2Cl)nc1
  A: 0%; B: 36%; C: 17%; D: -19%; E: -18%; F: -12%; G: 7%; H: -21%; I: 8%

CCCCNCCCOc1cccc(Cl)c1Cl
  A: -3%; B: 10%; C: -10%; D: -11%; E: 8%; F: 7%; G: -13%; H: -14%[60.1 µM]; I: ?

CNC(=O)C1CCC(Cn2c(=O)c3sccc3n(CC(=O)NCc3cccc(OC)c3)c2=O)CC1 (stereo unspecified)
  A: -11%; B: 4%; C: nt; D: -14%; E: -7%; F: -1%; G: 3%; H: -26%; I: 13%[59 µM]

CCOC(=O)c1cnc(N2CCN(c3ccc(OC)cc3)CC2)c2ccccc12
  A: -23%; B: -1%; C: nt; D: 5%; E: ?; F: -9%; G: 14%; H: -10%[60.1 µM]; I: 14µM*

O=C(CNC(=O)N1CC(=O)Nc2ccccc21)NCCc1ccc(Cl)cc1
  A: -8%; B: 6%; C: 77%[activator]; D: -5%; E: 20%; F: -5%; G: 22%; H: -18%; I: 38%[activator]

Cc1cscn1
  A: -9%; B: nt; C: -11%&-1%; D: nt; E: 8%; F: nt; G: 9%; H: 20%; I: 10%[0.501 µM]

CCOC(=O)c1c(NC(=O)C2CCCCC2C(=O)O)sc2c1CCCCC2 (stereo unspecified)
  A: -8%; B: 0%; C: 2%; D: -15%; E: ?; F: -3%; G: 96%[activator]; H: -10%; I: -45%

COc1ccc(CNC(=O)Cn2c(=O)nc(-c3ccccc3)c3cc(Cl)ccc32)cc1OC
  A: -24%; B: -9%; C: nt; D: ?; E: -14%; F: -2%; G: 11%; H: -4%[60.1 µM]; I: 4%[12.7 µM]

Reprinted from the part before: three entries, followed by the next part.
Keys: A = Pol eta inh; B = Pol beta inh; C = APEX1 inh; D = Anesthetic bind; E = BAZ2B inh; F = BLM inh; G = Pol iota inh; H = POLK inh; I = G9a inh
Cc1cscn1
  A: -9%; B: nt; C: -11%&-1%; D: nt; E: 8%; F: nt; G: 9%; H: 20%; I: 10%[0.501 µM]

CCOC(=O)c1c(NC(=O)C2CCCCC2C(=O)O)sc2c1CCCCC2 (stereo unspecified)
  A: -8%; B: 0%; C: 2%; D: -15%; E: ?; F: -3%; G: 96%[activator]; H: -10%; I: -45%

COc1ccc(CNC(=O)Cn2c(=O)nc(-c3ccccc3)c3cc(Cl)ccc32)cc1OC
  A: -24%; B: -9%; C: nt; D: ?; E: -14%; F: -2%; G: 11%; H: -4%[60.1 µM]; I: 4%[12.7 µM]

Nc1ccccc1C#CCCCCO
  A: -3%; B: 2%; C: 17%&-5%; D: -5%&6%; E: -4%; F: -1%&5%; G: 9%; H: -13%; I: -6%

COc1ccccc1N1C(=O)C(Cl)=C(N2CCCC2)C1=O
  A: -14%; B: -3%; C: 18%; D: ?; E: 24%; F: 0%; G: 120%[activator]; H: -9%; I: 16%[0.501 µM]

O=C(O)c1ccccc1-n1c2ccccc2c2ccccc21
  A: -5%; B: 28%; C: 7%; D: -8%; E: 3%; F: -4%; G: 17%; H: 8%; I: -5%

Cc1ccc(NC(=O)CN2C(=O)CCSc3ccccc32)c(C)c1
  A: -8%; B: 2%; C: nt; D: -13%; E: 3%; F: -2%; G: 9%; H: 1%; I: 8%[59 µM]

CC1CC(C)CN(Cc2nc(N)nc(Nc3ccccc3)n2)C1 (stereo unspecified)
  A: -16%; B: 43%; C: 13%; D: -8%; E: ?; F: 2%; G: -1%; H: -1%; I: nt

Cc1c(C(=O)Nc2ccc(F)cc2)c2ccccn2c1CCc1ccncc1
  A: -8%; B: 13%; C: -2%; D: 5%; E: 28%; F: -1%; G: 54%[activator]; H: -9%; I: ?

CCc1c(C)n([O-])c2c([n+]1=O)CCCCC2
  A: -18%; B: 12%; C: 4%; D: -6%; E: 3%; F: -4%; G: 18%; H: -1%; I: 20%[59 µM]

COc1ccc(-n2nc([N+](=O)[O-])c(=NCCc3ccc(Cl)cc3)n2O)cc1
  A: 8%; B: 10%; C: ?; D: -23%; E: -10%[57.1 µM]; F: 1%; G: ?; H: -3%; I: 11%

COc1ccccc1N1CCN(C(=O)c2oc3ccc(F)cc3c2C)CC1
  A: ?; B: -11%; C: 4%; D: -14%; E: -4%; F: -12%; G: -25%; H: -3%; I: -11%[59 µM]

CCOC(=O)NC(=O)CSc1nc2ccc([N+](=O)[O-])cc2[nH]1
  A: 2%; B: 0%; C: 2%; D: -13%; E: -11%; F: -3%; G: 56%[activator]; H: -6%; I: 0%

CCOc1cccc(C(=O)Nc2ccc(S(=O)(=O)Nc3cc(C)on3)cc2)c1
  A: -8%; B: 3%; C: 30%; D: -8%; E: -13%; F: -1%; G: 141%[activator]; H: -8%; I: -16%

CCOC(=O)N1CCc2c(sc3c2c(=O)n(-c2ccc(F)cc2)c(=O)n3CC(=O)c2ccc(Cl)cc2)C1
  A: 11%; B: 25%; C: nt; D: -22%; E: -7%; F: -3%; G: 1%; H: 5%; I: 4%[59 µM]

Cc1ccc(SCCC(=O)NCC2CCCO2)cc1 (stereo unspecified)
  A: -8%; B: 2%; C: -1%; D: 6%; E: -3%; F: -2%; G: -7%; H: 5%; I: -32%

CN1C(=O)N(C)C2C1N(CN1CCCCC1)C(=O)N2CN1CCCCC1 (stereo unspecified)
  A: -14%; B: -18%; C: -2%; D: -7%; E: 11%; F: 1%; G: 13%; H: -10%; I: 4%[59 µM]

COc1cccc2cc(-c3cc(=O)oc4ccc(OCC(C)=O)cc34)oc12
  A: -7%; B: 14%; C: -7%; D: -11%; E: -6%; F: -1%; G: -12%; H: -7%; I: 3%[0.501 µM]

O=C(CCc1ccc(Oc2cc([N+](=O)[O-])cc([N+](=O)[O-])c2)cc1)Nc1cccc(Cl)c1
  A: -12%; B: 0%; C: -1%; D: 0%; E: ?; F: -5%; G: -1%; H: -7%; I: 8.9µM*

Cc1ccc(CNC(=O)C2CCC(CNS(=O)(=O)c3cccs3)CC2)cc1 (stereo unspecified)
  A: -1%; B: 15%; C: 25%; D: -7%; E: -2%; F: -1%; G: 18%; H: -2%; I: 16%
